High-throughput results: PubChem BioAssay, National Center for Advancing Translational Sciences (NCATS)
WRN helicase inh = inhibitors of human WRN helicase. Q14191. WRN helicase unwinding, fluorescent forked duplex, kinetic. Potency, µM (top dose mostly 114 µM), without a hit: at the top dose activity change, negative = inhibition, most hits filed as inhibitors. 360,000 tested, 0.46% active. AID 651768; note: potency is the fitted concentration of half-maximal effect; % is set by controls: 0 for no effect and ±100 for the full control effect; nearly all actives have a fitted effect of over 55% in size
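Enzyme (20 nM final) and test compound sit together 15 min at room temperature before substrate addition. Substrate is a single-forked duplex oligonucleotide (100 nM) labelled with fluorophore and quencher, with 2 mM ATP; helicase unwinding raises red fluorescence, read kinetically.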
GLP-1R agonist = activates the human GLP-1 receptor | HEK293 GLP-1R CRE-luciferase, luminescence, 4-6 h; cells express a hypersensitive GLP-1R form | Potency, µM (titrated, usually from 45.6 µM), for the others: at the highest dose activation, most hits filed as activators | 380,000 tested, 0.007% active | AID 624172; note: potency is the fitted concentration of half-maximal effect; % of control where 0% means no effect
Target sequence (P43220 whole entry, looked up): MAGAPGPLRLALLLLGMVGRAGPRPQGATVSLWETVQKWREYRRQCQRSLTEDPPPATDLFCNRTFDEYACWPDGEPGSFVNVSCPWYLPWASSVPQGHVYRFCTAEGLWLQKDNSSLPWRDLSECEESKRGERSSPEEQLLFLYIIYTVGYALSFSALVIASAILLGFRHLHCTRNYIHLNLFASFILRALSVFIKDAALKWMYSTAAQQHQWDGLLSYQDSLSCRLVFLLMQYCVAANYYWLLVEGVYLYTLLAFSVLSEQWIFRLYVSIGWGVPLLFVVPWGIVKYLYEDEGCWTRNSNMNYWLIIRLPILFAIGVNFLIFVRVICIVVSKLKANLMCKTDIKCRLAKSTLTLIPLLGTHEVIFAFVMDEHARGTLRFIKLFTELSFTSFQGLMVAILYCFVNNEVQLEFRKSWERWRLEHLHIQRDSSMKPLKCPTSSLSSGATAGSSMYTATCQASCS
PI5P4K alpha inh = inhibitors of human PI5P4K alpha; 330,000 tested, 1.2% active; P48426; max response, %; AID 652105; PI5P4Kalpha enzyme, ADP-Glo luminescence, 60 min; hits give low values; active = max response of -50% or lower; inconclusive = between -30% and -50%; inactive = -30% or higher; note: value at the top dose of about 77 µM; % is set by controls: 0 for no effect and ±100 for the full control effect
Target sequence (P48426 whole entry, looked up): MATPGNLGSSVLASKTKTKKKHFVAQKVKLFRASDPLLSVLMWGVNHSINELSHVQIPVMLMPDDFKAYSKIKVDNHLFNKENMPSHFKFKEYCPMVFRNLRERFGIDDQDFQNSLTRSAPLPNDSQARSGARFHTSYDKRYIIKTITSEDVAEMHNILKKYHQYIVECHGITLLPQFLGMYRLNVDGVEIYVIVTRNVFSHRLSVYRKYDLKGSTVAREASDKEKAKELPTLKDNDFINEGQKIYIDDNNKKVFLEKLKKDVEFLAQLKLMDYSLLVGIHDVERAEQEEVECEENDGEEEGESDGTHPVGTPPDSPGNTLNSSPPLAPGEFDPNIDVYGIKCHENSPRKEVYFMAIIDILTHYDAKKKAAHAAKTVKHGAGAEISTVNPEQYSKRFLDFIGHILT
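Quantitative HTS of the MLSMR library against PI5P4Kalpha with substrate. ATP added last at 5 microM final; room temperature, 60 minutes. Remaining ATP depleted, ADP converted and read as luminescence.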
DRD3 antagonist = antagonists of human D3 dopamine receptor | D3R cells, DiscoveRx beta-arrestin luminescence, antagonist mode; hits give low values | max response, negative = inhibition, % | 360,000 tested, 2.5% active | P35462; in the data active = max response below about -50%; inconclusive = no clear call, values can overlap the other calls; note: % is set by controls: 0 for no effect and ±100 for the full control effect; mostly tested at two doses, the higher about 12 µM
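Cells plated overnight at 1500 cells/well, then exposed to library compounds with dopamine controls for 90 minutes at 37 degrees C. DiscoveRx reagent added for 30–60 minutes at room temperature; luminescence read, quantitative HTS format.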
PLK1 PBD block = inhibitors of human PLK1 polo-box domain binding | P53350 | Plk1 PBD binding of FITC phosphopeptide, fluorescence polarization | Potency, µM, without a hit: max response, negative = inhibition, actives largely listed as inhibitors | 360,000 tested, 2.8% active | AID 720504; note: potency is the fitted concentration of half-maximal effect; series mostly up to about 57 µM; % is set by controls: 0 for no effect and ±100 for the full control effect; nearly all actives have a fitted effect of over 65% in size
D3 ag = D3 dopamine receptor (human) agonism; P35462; D3R DiscoveRx beta-arrestin cells, luminescence, 90 min; max activation, %; 410,000 tested, 0.58% active; AID 652048; in the data active = max activation above about 30%; note: 0% is about no effect; mostly tested at two doses, the higher about 12 µM
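Agonist mode: compounds and dopamine controls were applied to plated cells for 90 min at 37 degrees C after an overnight attachment at 1500 cells/well. Luminescent read-out followed 30 - 60 minutes at room temperature with DiscoveRx detection reagent.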
HEK293 tox = cytotoxic in the GLP-1 receptor inverse agonist counter-screen | HEK293 cAMP-luciferase reporter cells, luminescence, 24 h | Potency, µM (series often up to 38.3 µM), inactives show at the top dose activity change, negative = inhibition, actives largely listed as inhibitors | 410,000 tested, 0.13% active | AID 624418;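 note: loss of luciferase light is scored as toxicity; potency is the fitted concentration of half-maximal effect; % is set by controls: 0 for no effect and ±100 for the full control effect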
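Quantitative HTS format, 1536 wells, 200 cells/uL seeded. Compounds: 23 nL, 24 h, 37 °C. Detection: luciferase reagent, luminescence at 12 min RT; decreased signal taken as cytotoxic.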
IL2 activator = activates IL-2 in a cell-based reporter assay | IL-2 activation reporter assay, cell-based qHTS; stimulated with anti-CD3/CD4/CD28 beads; in transgenic mouse T cells | activation, % (series mostly up to about 46 µM) | 360,000 tested, 0.065% active; in the data active = activation above about 50%; inconclusive = mostly about 30% to 49%; note: 0% is about no effect
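EGFP and DsRed fluorescence is measured by plate cytometry in unstimulated transgenic mouse T cells exposed to compound for 60 minutes, then stimulated 18 hours at 37 degrees C with anti-CD3/anti-CD4 beads plus anti-CD28.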
GLP1R inv ag = acts as inverse agonist at human GLP-1 receptor; P43220; HEK293 GLP-1R CRE-luciferase, luminescence, 24 h; GLP-1R form is constitutively active; Potency, µM (series often up to 38.3 µM), for inactives: top-dose activity change, negative = inhibition, hits mostly inhibitors; 410,000 tested, 1.6% active; note: potency is the fitted concentration of half-maximal effect; % is set by controls: 0 for no effect and ±100 for the full control effect; nearly all actives have a fitted effect of over 55% in size
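Luminescence readout: a drop in cAMP-driven luciferase signal flags inverse agonism at a constitutively active GLP-1R stably expressed in HEK293. Compound exposure lasted 24 hr at 37 deg C, 5% CO2.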
Starred values were filed as active, the others as inactive; ? = inconclusive; · = no result given; & = joins results of further samples; [ ] = another dose, or the depositor's remark. Unless noted, calls come from the whole dose curve; as a rule, active = well fitted curve in the direction sought with a large enough effect; inconclusive = small, poorly fitted or top-dose-only effect, or another doubt; inactive = no such curve, though single readings can be large; an effect the other way counts as inactive or inconclusive. An excerpt; count on the stated rates, not on these rows.

SMILES,WRN helicase inh,GLP-1R agonist,PI5P4K alpha inh,DRD3 antagonist,PLK1 PBD block,D3 ag,HEK293 tox,IL2 activator,GLP1R inv ag
Cc1ccc(CN2CCCN(Cc3ccc(Cl)cc3)S2(=O)=O)cc1,0%,4%,13,-18,-7%,77*,3%,0.5,?
NCCc1ccccc1,11%,6%,-2,2,-1%,6,1%,-0.2,1%
CCOC(=O)CC(=O)Nc1ccccc1C(=O)O,-24%,-2%,7,?,-8%,0,58%[activator],0.0,1%
Cc1ccc(N2C(=O)NC(=O)C(CCc3ccccn3)(Cc3ccc(F)cc3)C2=O)cc1 (centres undefined),4%,-1%,-1,16,-2%,6,2%,1.7,2%
Cc1ccc(CN2CCCC(C(=O)c3cccc(C(F)(F)F)c3)C2)o1 (centres undefined),-3%,8%,9,?,-9%,-18,4%,-2.7,?
Nc1ccc(Cc2ccc(N)cc2)cc1,2%,-1%,-7,-10,1%,6,-2%,-3.0,22%
Cc1ccc2nc(C)n(-c3ccc(F)cc3)c(=O)c2c1,2%[57.1 µM],9%,-5,-7,21µM*,0,4%,2.0,-1%
O=c1[nH]c(=S)n(C2CC2)c(O)c1C=Nc1ccc2c(c1)OCO2,-4%,7%,-9,2,-6%,11,-4%,0.0,10%

Continued.
SMILES,WRN helicase inh,GLP-1R agonist,PI5P4K alpha inh,DRD3 antagonist,PLK1 PBD block,D3 ag,HEK293 tox,IL2 activator,GLP1R inv ag
Cc1cccn2c(=O)c3c(nc12)N1CCC(Cc2ccccc2)CC1C1(C3)C(=O)N(C)C(=O)N(C)C1=O (centres undefined),-12%,5%,-1,?,2%,-7,-2%,-0.7,22%
Cc1ccc(C)c(OCC(=O)N2CCN(Cc3ccc4c(c3)OCO4)CC2)c1,4%,0%,3,-16,4%,-8,11%[7.66 µM],0.2,-29%[7.66 µM]
CCc1nc(N2CCNCC2)c(C#N)c2c1CSC(C)(C)C2,5%,4%,-2,-74*,-9%,-3,-16%,-3.5,?
O=[N+]([O-])c1cc(Cl)c(O)c(-[n+]2c(-c3ccccc3)cc(-c3ccccc3)cc2-c2ccccc2)c1,-2%,-1%,-8,-25,1%,-1,-26%,2.6,?
O=c1c2ccccc2nc(/C=C/c2ccc([N+](=O)[O-])o2)n1-c1ccc(O)cc1,-6%[11.6 µM],16%,-19,?,-3%,-11,?,?,?
Oc1ccccc1C1NCc2ccccc2-n2cccc21 (centres undefined),7%,8%,4,16,-9%,-8,8%,0.2,-33%
Cc1ccc2c(Cl)cc(Cl)c(O)c2n1,-23%,3%&-1%,0,-110*,-19%,-18&-22,?,-1.0,?
COc1ccc(C(C)(C)C)cc1NC(=O)CCCn1c(=O)oc2ccccc21,-6%,-1%,12,-9,-7%,-3,-1%,-2.3,?

Other records follow.
SMILES,WRN helicase inh,GLP-1R agonist,PI5P4K alpha inh,DRD3 antagonist,PLK1 PBD block,D3 ag,HEK293 tox,IL2 activator,GLP1R inv ag
CCCCCCC(Cl)(Cn1ccnc1)c1ccccc1 (centres undefined),-5%,7%,-7,11,-9%,-24,4%,-3.0,?
CC(=O)NNC(=O)CN1C(=O)CN=C(c2ccccc2)c2cc(Br)ccc21,-4%,3%,-7,5,-6%,-4,-15%,2.8,?
COc1ccc(OC)c(CC(=O)N(C)C2CCCN(Cc3ccccc3F)C2)c1 (centres undefined),1%,0%,1,-10,-1%,-19,10%,-0.6,-19%
CCOC(=O)c1c(C)n(CCOC)c2ccc(O)cc12,-5%,8%,-8,-2,-7%,0,10%,-1.4,42%[activator]
CCCOC(=O)c1ccccc1C(=O)OCCC,-2%,-1%,8,20,-2%,-4,-1%,-0.3,9%
CCOC(=O)[C@]12Cc3ccsc3[C@H]1N(Cc1ccccc1)C(=O)c1ccccc12,-6%,7%,-1,0,-15%,0,-9%,-4.4,?
CC/C(=N\NC(=O)c1ccccc1Cl)c1c(O)n(C2CCCCC2)c(=O)[nH]c1=O,-1%,4%,-1,-27,-12%,-8,1%,0.8,6%
Cc1nc2cc(OC(=O)N(C)Cc3cccc(-c4ccncc4)c3)ccc2s1,-3%,3%,0,128,-5%,33*,2%,-0.2,-18%

(next part)
SMILES,WRN helicase inh,GLP-1R agonist,PI5P4K alpha inh,DRD3 antagonist,PLK1 PBD block,D3 ag,HEK293 tox,IL2 activator,GLP1R inv ag
CCCc1nc2ccc(Br)cc2c(=O)n1-c1ccc([N+](=O)[O-])c(C(F)(F)F)c1,-4%,-31%[inhibitor],-10,-6,-12%,-4,?,-0.3,?
CCCCC[C@H]1CCCCC[C@H](O)C[C@H](O)[C@@H](O)/C=C/C(=O)O1,2%,0%,24,-18,-2%,-12,3%,0.1,-20%
Cc1ccc(C(=O)NC2CC3CCC(C2)N3)cc1 (centres undefined),-5%,-2%,0,-15,0%,-7,3%,0.6,5%
CC(C)N1CCN(Cc2ccc3c(c2)OCCO3)CC1CCO (centres undefined),-3%,-1%,10,15,6%,-7,1%,-0.8,-19%
CC1(C)NCCN2C(=O)CSC21 (centres undefined),8%,-3%,3,-19,-28%,-6,5%,-0.6,1%
O=[N+]([O-])O[C@H]1CO[C@H]2[C@@H]1OC[C@H]2O[N+](=O)[O-],5%,-4%,7,2,-9%,10&8,3%,-0.3,2%
C=CCn1c(O)c(C=NCCCOc2ccc(CC)cc2)c(=O)[nH]c1=S,?,1%,2,-11,-6%,-5,-9%,-0.7,-15%
CCCSc1ccc2nc(NC(=O)OC)[nH]c2c1,0%,?,-1,-3,6%,-34&-23,?,-0.5,?

Three entries picked at random from the list so far:
SMILES,WRN helicase inh,GLP-1R agonist,PI5P4K alpha inh,DRD3 antagonist,PLK1 PBD block,D3 ag,HEK293 tox,IL2 activator,GLP1R inv ag
C=CCn1c(O)c(C=NCCCOc2ccc(CC)cc2)c(=O)[nH]c1=S,?,1%,2,-11,-6%,-5,-9%,-0.7,-15%
Cc1ccc(C)c(OCC(=O)N2CCN(Cc3ccc4c(c3)OCO4)CC2)c1,4%,0%,3,-16,4%,-8,11%[7.66 µM],0.2,-29%[7.66 µM]
COc1ccc(OC)c(CC(=O)N(C)C2CCCN(Cc3ccccc3F)C2)c1 (centres undefined),1%,0%,1,-10,-1%,-19,10%,-0.6,-19%

Continuation:
SMILES,WRN helicase inh,GLP-1R agonist,PI5P4K alpha inh,DRD3 antagonist,PLK1 PBD block,D3 ag,HEK293 tox,IL2 activator,GLP1R inv ag
C=CCn1c(O)c(C(C)=O)c(=O)[nH]c1=O (tested in a mixture with another compound),-9%,8%,-16,19,0%,0,1%,1.3,10%
COc1ccc(CN2Cc3cc(-c4ccccc4)ccc3-n3nncc3C2)cc1,-1%,?,-2,30,4%,5,3%,5.9,23%
CC(CN1CCNCC1)(NS(=O)(=O)c1ccccc1)c1ccccc1 (centres undefined),-5%,-6%,0,-71*,-7%,-17,?,0.0,3.5µM*
O=c1ccc2cc(O[C@@H]3O[C@H](CO)[C@@H](O)[C@H](O)[C@H]3O)c(O)cc2o1,6%,-1%,-5,34,-18%,2&1,365%[activator],0.0,3%
COc1cc(Cl)c(C)cc1NC(=O)CCCn1c(=O)oc2ccccc21,-9%,1%,2,21,-3%,7,3%,-0.2,?
Cc1nn(Cc2ccccc2)c(C)c1C(=O)OCC(=O)NC1CCS(=O)(=O)C1 (centres undefined),0%,2%,-5,22,5%,2,-5%,-2.8,7%
Cn1cnc([N+](=O)[O-])c1Sc1ccc([N+](=O)[O-])cc1,-13%,-1%,-24,0,11µM*,8,?,-5.6,?
COc1cc(C(=O)N/N=C/c2ccc(OC(=O)N3CCOCC3)cc2)cc(OC)c1OC,3%,14%,0,-8,2%,-5,-24%,-0.7,?

Quoted from the listing.
Reading of CCCCCCC(Cl)(Cn1ccnc1)c1ccccc1 (centres undefined) under HEK293 tox: 4%
Reading of C=CCn1c(O)c(C=NCCCOc2ccc(CC)cc2)c(=O)[nH]c1=S under GLP1R inv ag: -15%
Reading of COc1ccc(OC)c(CC(=O)N(C)C2CCCN(Cc3ccccc3F)C2)c1 (centres undefined) under HEK293 tox: 10%

Next section:
SMILES,WRN helicase inh,GLP-1R agonist,PI5P4K alpha inh,DRD3 antagonist,PLK1 PBD block,D3 ag,HEK293 tox,IL2 activator,GLP1R inv ag
CC1(C)CC(N(CCc2ccccc2)Cc2ccccc2)CCO1 (centres undefined),-3%,6%,0,-16,-5%,-2,-13%,-2.2,?
CCCCN1CC(=O)N2[C@H]3c4cc(C)ccc4OC[C@@H]3[C@H](c3ccccc3)[C@]2(C)C1=O,-1%,5%,-4,-10,-9%,-4,-22%,-0.3,?
COC(=O)C1=C(c2ccc(F)cc2OCc2ccccc2)C[C@@H]2CC[C@H]1N2C(=O)NCCCc1ccccc1,-8%,-1%,4,0,1%,3,4%,-3.8,-10%
C=CCn1c(O)c(C(=O)CCCCCC)c(=O)[nH]c1=O,1%,-8%,-16,-12,-11%,3,1%,-0.4,-6%
COc1ccc(CNCCc2c[nH]c3ccccc23)c(OC)c1C,-22%,5%,15,-71*,-9%,-23,?,0.1,-83%
CC(C)(C)NC(=O)C(c1ccncc1)n1c(=O)c(-c2cc3ccccc3[nH]2)nc2ccccc21 (centres undefined),-12%,·,6,9,8%,-3,·,-0.9,-71%
O=C(Nc1cccc2ccccc12)c1nn(C23CC4CC(CC(C4)C2)C3)cc1Br,-5%,-6%,13,17,-2%,-4,1%,0.1,1%
O=C(NC1CCCCC1)N1Cc2cc(N3CCOCC3)ccc2-n2nncc2C1,6%,10%,4,-14,-12%,3,2%,-0.1,8%
C[C@H]1COc2cccc(N3CCN(C)CC3)c2S(=O)(=O)N1,1%,0%,1,-9,-11%,-9,-9%,-0.2,11%
